Screening results deposited in PubChem by several laboratories.
DAX1 inh-1 = blocks DAX1 repression of SF-1 activated StAR promoter. HEK293T StAR-luciferase reporter, SF-1/DAX-1 repression relief. inhibition, % at 6.8 µM. 1.1% of 370,000 active. AID 652010;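 active means inhibition above the mean over all tested compounds plus 3 SD, cut at about 3.6% in these data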;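 further: 0% = DAX-1 cells with DMSO and 100% = cells lacking DAX-1 with DMSO; higher inhibition means more luminescence from relief of DAX-1 repression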
SMARCA2 act = activators of SMARCA2 function; MG213 cells, MMTV-luciferase reporter, dexamethasone, overnight; activation, % at 9.1 µM; 1% of 370,000 active; AID 652017; in the data active means activation above about 7.8%;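 further: 0% = vehicle wells and 100% = reference activator wells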
GC-B act = GC-B (human) receptor activation; P20594; HEK293-GC-B cells, CNP EC30, cGMP TR-FRET; 0% at EC30 CNP, 100% saturating CNP; activation, % at 10 µM; 0.11% of 370,000 active; AID 1920062;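 active means activation at 10 µM reaching about 35% in either raw or pattern-adjusted values, limit read from the data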
Target sequence (P20594 whole entry, looked up): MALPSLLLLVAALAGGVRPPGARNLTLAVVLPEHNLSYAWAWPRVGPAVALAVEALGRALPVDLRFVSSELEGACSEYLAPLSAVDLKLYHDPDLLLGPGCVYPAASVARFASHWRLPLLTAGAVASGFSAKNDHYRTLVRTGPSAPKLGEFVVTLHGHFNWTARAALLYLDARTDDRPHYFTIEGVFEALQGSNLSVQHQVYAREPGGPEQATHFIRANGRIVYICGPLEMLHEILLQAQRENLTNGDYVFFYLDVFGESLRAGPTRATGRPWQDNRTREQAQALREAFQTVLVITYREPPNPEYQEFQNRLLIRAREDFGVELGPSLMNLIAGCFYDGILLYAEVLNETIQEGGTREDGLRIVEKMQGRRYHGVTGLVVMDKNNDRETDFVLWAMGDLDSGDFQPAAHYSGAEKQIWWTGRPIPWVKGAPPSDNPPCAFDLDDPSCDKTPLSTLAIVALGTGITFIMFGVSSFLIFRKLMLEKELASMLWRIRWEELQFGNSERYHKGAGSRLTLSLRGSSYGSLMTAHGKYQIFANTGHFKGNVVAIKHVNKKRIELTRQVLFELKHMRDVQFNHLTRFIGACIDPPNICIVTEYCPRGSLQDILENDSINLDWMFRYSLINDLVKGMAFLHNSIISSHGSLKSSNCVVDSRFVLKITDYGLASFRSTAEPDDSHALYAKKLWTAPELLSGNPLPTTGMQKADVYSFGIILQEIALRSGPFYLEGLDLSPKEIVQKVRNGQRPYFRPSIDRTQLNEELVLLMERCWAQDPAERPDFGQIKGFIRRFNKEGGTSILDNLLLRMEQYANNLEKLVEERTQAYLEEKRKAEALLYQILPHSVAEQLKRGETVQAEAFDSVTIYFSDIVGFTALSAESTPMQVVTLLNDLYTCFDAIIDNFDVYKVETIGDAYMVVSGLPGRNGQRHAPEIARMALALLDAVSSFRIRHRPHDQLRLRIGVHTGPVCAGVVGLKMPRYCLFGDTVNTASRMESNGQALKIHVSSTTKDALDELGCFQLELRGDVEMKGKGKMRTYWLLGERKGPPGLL
DAX1 inh-2 = inhibits human nuclear receptor DAX1; HEK293 Gal4-DAX1 luciferase reporter, luminescence; 0.99% of 340,000 active; AID 504766; inhibition, % at 6.75 µM; P51843;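 active means inhibition above the mean over all tested compounds plus 3 SD, cut at about 4.2% in these data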;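 further: 0% = DAX1-transfected cells with DMSO and 100% = empty-vector control cells with DMSO; inhibition shows as a rise in luminescence from relieved DAX1 repression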
sPLA2-III inh = Inhibits HGIII-sPLA2 liposome hydrolysis, primary screen | QFRET BODIPY PC-A2 liposome hydrolysis, fluorescence | inhibition, % at 12.2 µM | 0.56% of 370,000 active | AID 743126;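 active means inhibition above mean plus 3 SD of compounds lying within the high and low control bounds, cut at about 19% in these data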;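 further: 0% = median of test compound wells and 100% = no enzyme DMSO wells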
ssDAF12 agonist = S. stercoralis DAF-12 activation, primary screen; AID 652126; HEK293 ssDAF-12/GRIP1 lit1-tk-luc reporter, luminescence; % of 3 µM dafachronic acid response; 1% of 370,000 active; activation, % at 6.8 µM;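 active means activation above the mean over all tested compounds plus 3 SD, cut at about 0.9% in these data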;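 further: 0% = DMSO-only wells and 100% = 3 µM delta7-dafachronic acid wells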
GC-A act = GC-A (human) enzyme activation. P16066. HEK293 GC-A cells, cGMP TR-FRET, EC30 ANP; 0% at EC30 ANP, 100% saturating ANP. activation, % at 10 µM. 0.14% of 370,000 active. AID 1671463; in the data active means activation above about 40%
hcDAF12 agonist = activators of H. contortus DAF-12 nuclear receptor | HEK293 hcDAF-12 lit1-tk-luc reporter, luminescence; 0% DMSO, 100% Δ7-dafachronic acid | activation, % at 6.8 µM | 1.4% of 370,000 active;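 active means activation above the mean of all tested compounds plus 3 SD, cut at about 5.5% in these data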;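 further: 100% = response to 3 µM Δ7-dafachronic acid high control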
FXN GAA850 act = frataxin GAA850 promoter activation | HEK293 lucGAA850 FXN promoter luciferase reporter, 24 h; percent of 10 µM SAHA response | activation, % at 6 µM | 0.56% of 360,000 active | AID 540364;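 active means activation above the average of all compounds screened plus 3 SD, cutoff fixed separately per campaign, cut at about 7.5% in these data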;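 further: 0% = DMSO wells and 100% = 10 µM SAHA wells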
KLK7 zymogen act = activators of human kallikrein-7 zymogen; 0.9% of 370,000 active; P49862; AID 652039; activation, % at 7 µM; purified proKLK7, EDANS-DABCYL substrate fluorescence; 100% is mature enzyme control, 0% vehicle;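 active means activation above the mean of all tested compounds plus 3 SD, computed per campaign excluding outliers beyond control limits, cut at about 13% in these data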
hgDAF12 agonist = hgDAF-12 agonism, primary luciferase screen. 1.8% of 370,000 active. HEK293 GAL4-hgDAF12 UAS-luciferase reporter, agonist luminescence; normalized to butyrate control. activation, % at 6.8 µM;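 active means activation above a cutoff set at the mean of all screened compounds plus 3 SD, cut at about 10% in these data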;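 further: 0% = DMSO wells and 100% = sodium butyrate wells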
The depositor's hits bear a star; nt = not tested or not shown.

entry | mol | DAX1 inh-1 | SMARCA2 act | GC-B act | DAX1 inh-2 | sPLA2-III inh | ssDAF12 agonist | GC-A act | hcDAF12 agonist | FXN GAA850 act | KLK7 zymogen act | hgDAF12 agonist
1 | CCc1nn(CCCC(=O)NCc2ccco2)c(=O)c2cc3occc3n12 | 0.2 | -3 | -3 | 1.9 | 4 | -1.3 | -4 | -3.4 | 2.6 | 1.3 | -0.3
2 | CCOC(=O)c1c(NC(=O)c2cccnc2)sc(C(C)=O)c1C | -1.0 | -3 | -7 | -0.4 | 4 | -0.2 | 4 | -0.5 | 2.9 | 0.6 | 0.7
3 | CCCCc1ccc(S(=O)(=O)NCCc2ccncc2)cc1 | -2.6 | -1 | 3 | -1.2 | -8 | -1.8 | 2 | -3.0 | 0.2 | -0.5 | -3.5
4 | CSc1cccc(CN2CCN(CCc3ccccc3)C(CCO)C2)c1 (stereo unspecified) | 0.2 | -2 | -3 | 0.1 | 5 | -1.1 | -1 | -1.8 | 0.1 | 0.2 | 0.3
5 | Cc1cccc2cc(C#N)c(N3CCC(O)CC3)nc12 | -2.8 | -2 | -1 | -1.3 | -9 | -1.8 | -1 | -1.1 | 1.2 | 0.0 | 0.6
6 | O=C(O)[C@H](Cc1c[nH]c2ccccc12)Nc1ncccc1[N+](=O)[O-] | 0.3 | 1 | -1 | 1.4 | -45 | 0.5 | 3 | 3.6 | -1.4 | 0.1 | 3.5
7 | CCCc1cc(C(=O)Nc2ccc(F)cc2F)no1 | 1.3 | 2 | 7 | 1.5 | 3 | 0.4 | 2 | 1.0 | 0.5 | -0.7 | 13*
8 | Cc1ccc(OCC(=O)N(C)CC(=O)Nc2ccc(Cl)c(C(F)(F)F)c2)c([N+](=O)[O-])n1 | -1.2 | 0 | -3 | -0.9 | -14 | -1.7 | 0 | -0.1 | -1.1 | 0.9 | 1.8
9 | O=C(c1ccccc1CCc1ccccc1)N1CCCC1 | 0.1 | -2 | 1 | 2.1 | -2 | -0.1 | -7 | -2.4 | -0.7 | -0.6 | 2.2
10 | CCCCCC(=O)N1C[C@H](O)[C@@H](n2cc(COC(=O)c3ccccc3)nn2)C[C@@H]1c1ccc(C)cc1 | 0.0 | 2 | -6 | 0.5 | -9 | -1.5 | -5 | -0.4 | 0.5 | 0.8 | -2.3
11 | CC1(C)CC(=O)C2=C(C1)c1c(ccc3ccccc13)NC2c1cc([N+](=O)[O-])cc([N+](=O)[O-])c1O (stereo unspecified) | 0.8 | -7 | -8 | 0.5 | -10 | -0.6 | -10 | -0.1 | 2.4 | 0.0 | 2.8
12 | COc1ccc(CCC(=O)OCC(=O)NC2CCCC2)cc1OC | 1.0 | 2 | 4 | -0.1 | 4 | -0.2 | 4 | 1.2 | 0.2 | 0.4 | 0.1
13 | O=C(COc1coc(CN2CCc3ccccc3C2)cc1=O)Nc1ccccc1F | 0.2 | -4 | 3 | -0.9 | -17 | -1.3 | 4 | -1.8 | 1.2 | 0.8 | -0.4
14 | CCCn1c(SCC(=O)NCc2ccc(F)cc2)n[nH]c1=O | 0.0 | 1 | 1 | 0.0 | 3 | -1.1 | 0 | -0.3 | 0.9 | 0.6 | -1.5
15 | COc1ccc(C)cc1C(=O)CCC(=O)N1CCN(c2ccccc2F)CC1 | 0.3 | 2 | -1 | -0.8 | -2 | -1.5 | 1 | -1.3 | 0.2 | 0.2 | 1.2
16 | CC1(C(=O)NS(=O)(=O)c2ccccc2Cl)CCN1C(=O)C1CC1 (stereo unspecified) | 1.1 | -2 | 0 | nt | 7 | -1.4 | 2 | 2.4 | 0.2 | -0.2 | -0.3
17 | COC(=O)Cc1ccc(Oc2ncc(C(F)(F)F)cc2Cl)cc1 | 0.0 | -4 | -2 | -0.3 | -3 | -1.3 | -1 | 0.0 | 1.5 | 0.5 | -3.8
18 | CCCS(=O)(=O)N1CCC(C(=O)c2cccc(C(F)(F)F)c2)CC1 | -0.5 | 0 | 3 | 0.1 | -6 | -1.7 | 3 | -0.8 | 1.6 | -0.4 | -0.4
19 | COc1ccc(C(=O)CC2SC(N)=NC2=O)cc1 (stereo unspecified) | 0.0 | 1 | 2 | 0.8 | 7 | -1.5 | 1 | -1.4 | 1.1 | 0.2 | 2.1
20 | O=C(CSc1nc2c(c(=O)n1-c1ccc(F)cc1)SCC2)Nc1ccc2c(c1)OCO2 | -0.1 | 0 | 5 | -1.4 | 7 | -0.8 | 2 | -1.4 | -2.5 | 0.4 | -0.1
21 | CCOC(=O)CSc1nc2c(cnn2-c2ccc(F)cc2)c(=O)[nH]1 | -0.2 | -1 | 5 | 0.4 | 0 | -1.1 | 2 | -2.2 | -0.3 | -0.2 | -2.4
22 | Cc1ccc(-c2csc(NC(=O)c3cccc(S(=O)(=O)N4CCN(C)CC4)c3)n2)cc1 | -0.2 | -2 | 6 | -0.3 | -2 | -0.8 | 5 | 0.9 | -1.4 | 0.2 | 3.0
23 | COC(=O)[C@]1(C)N[C@H](CN(C)S(=O)(=O)c2ccc(C(C)(C)C)cc2)[C@@H]2C(=O)N(C)C(=O)[C@@H]21 | -0.1 | 5 | 2 | -1.6 | -2 | -0.8 | 0 | -0.1 | nt | 0.1 | -1.3
24 | Cc1ccc(CS(=O)Cc2ccc(C(=O)NC3CCCCC3)o2)cc1 (stereo unspecified) | -0.3 | -2 | 6 | 0.2 | 11 | -1.2 | 2 | -0.2 | 2.3 | -0.3 | -3.0
25 | COc1ccc(-n2cnnc2SCC(=O)c2cc(C)n(Cc3cccs3)c2C)cc1 | 0.0 | 4 | 1 | -0.8 | -10 | -1.3 | -1 | -2.1 | 3.0 | 0.9 | -0.2
26 | O=C(NCc1ccco1)c1cc(-c2ccc(Cl)cc2)on1 | -0.4 | -1 | -2 | 1.5 | 7 | -1.3 | 9 | -0.3 | 4.4 | -0.1 | 0.8
27 | O=C(Cc1ccc(Cl)cc1)OCc1nnc(-c2ccccc2)o1 | -0.3 | -3 | -2 | -0.2 | -4 | -1.6 | -1 | -1.7 | 0.5 | -0.3 | -2.6
28 | Cc1cccn2c(=O)c3cc(S(=O)(=O)c4ccc(Br)cc4)c(=N)n(C4CCCCC4)c3nc12 | 1.2 | 2 | 0 | -0.6 | 4 | -1.5 | 2 | -0.4 | -1.6 | -0.7 | 0.6
29 | O=C(OCc1ccccc1)[C@H](Cc1ccccc1)NC(=O)[C@@H]1CC=C[C@@H]2CCN(Cc3ccc(Cl)cc3)C(=O)[C@@H]21 | nt | nt | -2 | nt | -10 | -1.3 | -6 | -1.4 | nt | nt | -0.9
30 | O=C(COC(=O)c1ccc(Cl)c(S(=O)(=O)N2CCOCC2)c1)Nc1ccc2[nH]c(=O)[nH]c2c1 | 0.7 | 4 | -6 | 0.9 | -15 | -1.3 | 1 | -0.5 | 0.3 | 0.0 | 0.3
31 | CCCCC/C=C\C/C=C\C/C=C\CCCCC(=O)O | 0.1 | -3 | -1 | -0.5 | -1 | -1.3 | 3 | -2.4 | 0.5 | 0.2 | 0.5
32 | COc1ccc(CNC(=O)CSc2nn3c(=O)c(C(C)(C)C)nnc3s2)cc1OC | -0.5 | -4 | 0 | -0.7 | 10 | -1.0 | -7 | -2.2 | 0.0 | 0.8 | 0.7
33 | CCN(CC(=O)Nc1c(F)cccc1F)C(=O)CSCC(=O)Nc1ccc(OC)cc1 | -0.4 | 0 | -2 | -0.4 | -2 | -0.6 | 2 | -0.8 | 1.2 | 0.2 | 1.6
34 | CCNC(=O)Nn1c(-c2ccccc2)nc2ccccc2c1=O | -0.8 | 1 | 12 | 1.1 | -5 | -1.2 | 0 | 1.0 | 2.9 | -0.3 | -2.2
35 | CCN(CC)C(=O)[C@H]1C[C@H](CC(=O)NCCCN(C)C)C(=O)N2CCc3c([nH]c4cc(-c5ccco5)ccc34)[C@]12C | 1.1 | 5 | -4 | -0.2 | -7 | -1.1 | 1 | -0.7 | -0.2 | 90* | -1.0
36 | CN1[C@H](Cc2ccccc2)COc2cc(N3CCSCC3)ccc2S1(=O)=O | -1.7 | -5 | 3 | nt | -2 | -1.3 | 3 | 0.1 | nt | -0.3 | -1.6
37 | CCCCn1c(N)c(N(C(=O)CSc2nnc(C)n2-c2ccccc2)C2CCCC2)c(=O)[nH]c1=O | -0.3 | 1 | 4 | -0.8 | 6 | -0.4 | -2 | 0.6 | 0.4 | 0.0 | 6.2
38 | CCCCN(CC)S(=O)(=O)N1CCC(C(=O)NCc2ccc(F)cc2)CC1 | -0.5 | 2 | 2 | 0.8 | -6 | -1.3 | -2 | -4.5 | -1.8 | 0.3 | -1.4
39 | COc1ccc([N+](=O)[O-])cc1NS(=O)(=O)Cc1ccccc1 | -0.3 | -1 | -2 | -1.5 | -2 | -0.9 | 4 | 1.1 | -0.6 | -0.2 | 1.4
40 | COCCNC(=O)c1ccccc1N(Cc1ccccc1)S(=O)(=O)c1ccccc1 | 0.0 | 2 | -1 | nt | -2 | -0.5 | -1 | 0.9 | 2.5 | 0.1 | 0.4
41 | CC1=CC=CC2=NC(=O)CC(C)(C(=O)N(CC(=O)NC3CCCC3)c3ccccc3C)N12 (stereo unspecified) | -0.2 | -1 | 0 | 0.7 | 6 | -0.9 | -2 | -1.5 | 0.4 | 1.9 | 1.3
42 | COc1ccc(CN2CCn3nc(C(=O)NC4CC4)cc3C2=O)cc1 | 0.0 | 4 | nt | 2.5 | 1 | -1.7 | nt | 1.5 | -0.4 | 0.5 | -1.2
43 | Cc1c(C(=O)OC(C)C)sc(N)c1C(=O)OC(C)C | 0.4 | 4 | 4 | 0.4 | 2 | -0.1 | 4 | 0.7 | 3.9 | -0.8 | 10
44 | O=C(CC12CC3CC(CC(C3)C1)C2)Nc1ccc2c(c1)COC2=O | 0.3 | -4 | -7 | 1.0 | -4 | -1.1 | -5 | 0.2 | 2.2 | -0.5 | -1.2
